# RPL19A TOR yeast: RPL19A-GFP expression modulators in yeast, primary screen, cell-based, S. cerevisiae, multiplex flow cytometry, MLPCN; S. cerevisiae RPL19A-GFP strain, 3 h; active compounds read low; percent response vs DMSO, % at 10 µM; actives 0.3% (n = 330,000); AID 2025, 2009;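 active means percent response vs DMSO below 50%; inconclusive means fewer than 70 events counted for the yeast strain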;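 further: median channel GFP fluorescence of the barcoded RPL19A-GFP strain; ratio of sample median GFP to plate DMSO average so 100% = DMSO; lower means less RPL19A-GFP as with rapamycin TOR inhibition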
# LAP4 TOR yeast: modulators of LAP4-GFP expression in yeast, primary screen, S. cerevisiae, multiplex flow cytometry, MLPCN library; 3 h; median GFP as percent of DMSO wells; GFP response vs DMSO, % at 10 µM; actives 0.34% (n = 320,000);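 active means GFP response vs DMSO above a set limit, about the screen mean plus 3 SD, cut at about 150% in these data; inconclusive means under 70 cell events counted for the yeast strain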
# AGP1-GFP MLPCN: modulators of AGP1-GFP expression in yeast TOR pathway, primary screen, cell-based, multiplex flow cytometry, S. cerevisiae, MLPCN library; 3 h; GFP as percent of DMSO wells; actives 0.02% (n = 320,000); GFP response vs DMSO, % at 10 µM;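 active means GFP response relative to DMSO above a set limit, near screen average plus 3 SD, cut at about 150% in these data; inconclusive means fewer than 70 cells counted for the yeast strain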;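 further: median GFP channel fluorescence of the gated AGP1 strain per well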
# MEP2 TOR yeast: modulators of MEP2-GFP levels in yeast, primary screen, S. cerevisiae, multiplex flow cytometry, MLPCN library. GFP response vs DMSO, % at 10 µM. AID 2016, 2009. S. cerevisiae MEP2-GFP strain, 3 h; 100% = DMSO control level. actives 0.51% (n = 330,000);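 active means GFP response versus DMSO above a set limit, roughly screen mean plus 3 SD, cut at about 180% in these data; inconclusive means fewer than 70 cells counted for a yeast strain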;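 further: median GFP fluorescence of the barcode-gated MEP2-GFP cells per well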
# CR mimetic SO: reduction of superoxide in aged yeast, primary screen, HTS. AID 2690, 2010. superoxide response (% of plate mean), % at 10 µM. S. cerevisiae aged cells, superoxide DHE fluorescence; active compounds read low. actives 0.18% (n = 330,000);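 active means superoxide response under a set limit, about three screen SD below normal, cut at about 65% in these data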;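 further: yeast aged for seven days with compound at 30 °C before DHE staining; 100% = average MFI of all compound-treated wells on the plate with controls excluded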
# AHR act: AHR activators, primary screen, cell-based, luminescence, luciferase reporter, human. Aryl hydrocarbon receptor (Homo sapiens), P35869. activation, % at 5 µM. actives 2.5% (n = 320,000). AHR-responsive luciferase reporter cells; in the data active means activation above about 47%;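 further: 0% = vehicle wells and 100% = reference agonist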
# Target sequence (P35869 whole entry, looked up): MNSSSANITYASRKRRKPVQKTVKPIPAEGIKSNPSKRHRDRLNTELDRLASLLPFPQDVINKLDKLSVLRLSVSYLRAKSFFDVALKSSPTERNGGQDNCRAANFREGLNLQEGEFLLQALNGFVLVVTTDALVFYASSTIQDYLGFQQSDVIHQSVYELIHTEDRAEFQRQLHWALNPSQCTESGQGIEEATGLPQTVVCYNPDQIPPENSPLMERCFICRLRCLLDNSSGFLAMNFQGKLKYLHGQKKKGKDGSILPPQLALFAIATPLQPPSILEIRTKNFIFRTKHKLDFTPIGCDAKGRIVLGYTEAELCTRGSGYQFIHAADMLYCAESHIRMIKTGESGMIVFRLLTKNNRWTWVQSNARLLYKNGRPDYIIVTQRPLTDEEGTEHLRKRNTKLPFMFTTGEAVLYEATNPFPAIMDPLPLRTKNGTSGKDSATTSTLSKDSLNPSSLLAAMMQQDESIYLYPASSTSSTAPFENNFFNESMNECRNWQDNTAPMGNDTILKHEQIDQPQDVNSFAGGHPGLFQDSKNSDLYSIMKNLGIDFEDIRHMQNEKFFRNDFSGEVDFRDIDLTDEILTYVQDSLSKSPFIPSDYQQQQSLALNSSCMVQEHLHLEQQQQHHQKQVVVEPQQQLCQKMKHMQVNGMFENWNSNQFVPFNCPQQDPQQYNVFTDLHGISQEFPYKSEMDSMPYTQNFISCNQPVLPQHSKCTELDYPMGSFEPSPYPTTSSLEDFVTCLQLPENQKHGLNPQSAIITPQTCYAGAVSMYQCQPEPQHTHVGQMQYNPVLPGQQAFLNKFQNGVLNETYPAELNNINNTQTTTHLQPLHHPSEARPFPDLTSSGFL
# Efflux pump mplx: inhibitors of Candida efflux pumps in yeast, primary screen, S. cerevisiae, Nile Red, multiplex. S. cerevisiae Candida pump triplex. inhibition, % at 10 µM. actives 0.44% (n = 330,000);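 active means plate passing quality check with inhibition over a set limit, or well fluorescence over plate mean plus 4 SD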;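 further: Nile Red retained in pooled yeast measured as flow cytometry median fluorescence; 0% = buffer negative control and 100% = Enniatin B positive control; higher means more Nile Red kept so more efflux inhibition; some compounds called inactive have numbers as strong as hits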
# CIT2 TOR yeast: modulators of CIT2-GFP expression in yeast, primary screen, S. cerevisiae, GFP fusion, multiplex flow cytometry, MLPCN library; S. cerevisiae CIT2-GFP strain, 3 h; 100 means same as DMSO wells; GFP response vs DMSO, % at 10 µM; actives 0.065% (n = 320,000); AID 2029, 2009;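 active means GFP response relative to DMSO above a set limit, near the screen mean plus 3 SD, cut at about 150% in these data; inconclusive means Fewer than 70 cells measured for a yeast strain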;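 further: ratio of well median GFP fluorescence to mean of DMSO wells on the plate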
# * = called active by the depositor; ? = inconclusive; · = no result given; [ ] = remark or other dose.
SMILES,RPL19A TOR yeast,LAP4 TOR yeast,AGP1-GFP MLPCN,MEP2 TOR yeast,CR mimetic SO,AHR act,Efflux pump mplx,CIT2 TOR yeast
COc1cc(C(=O)Nc2ccc(S(=O)(=O)N3CCc4ccccc43)cc2)cc(OC)c1OC,96,94,85,90,101,20,0.2,88
CC(C)(C)c1ccc(CCC(CC(=O)O)CC(=O)O)cc1,92,88,96,94,96,-2,-0.1,102
Cc1ccc(C)c(N(CC(=O)NC(C)(C)C)C(=O)CNC(=O)c2cccs2)c1,98,102,109,106,101,1,0.1,98
COc1ccc(NC(=O)NC23CC4CC(CC(C4)C2)C3)cc1OC,16*[may fluoresce violet],84[may fluoresce violet],·,283*[may fluoresce violet],106,7,-0.1,?
CC(=O)Nc1cccc(NC(=O)CCn2cnc3cc(C)c(C)cc32)c1,101,110,93,103,98,1,0.0,94
Cc1ccc(CN2CCN(Cc3cccn3-c3ccccn3)CC2CCO)cc1 (configuration not stated),104,95,98,103,97,8,-0.1,101
COc1ccc(OC)c(-n2c(-c3ccc(C)cc3)n[nH]c2=S)c1,101,97,104,100,102,5,-0.1,108
O=C(O)c1cc(-c2ccc(-c3ccc(F)cc3)o2)nc2ccccc12,106,102,103,106,202,14,0.0,102
COc1cc([C@@H]2CC=C(C(=O)O)[C@H](c3ccc(C)cc3)N2S(=O)(=O)c2ccc(C)cc2)cc(OC)c1OC,99,103,102,98,70,0,-0.3,94
CS(=O)(=O)N(CC(=O)Nc1cccc(Br)c1)Cc1ccccc1,104,91,102,101,101,·,0.0,99
CC(C)c1ccc(NC(=O)COC(=O)c2nn(C)c(=O)c3ccccc23)cc1,95,97,98,92,78,7,0.3,94
CCC(=O)N1CCc2cc(S(=O)(=O)N(C)c3ccc(OC)cc3OC)ccc21,104,88,97,105,114,0,0.1,103
COc1ccc(N2CCN(C3CCCN(C(=O)CN4CCCCC4=O)C3)CC2)cc1 (configuration not stated),108,96,102,109,80,11,0.1,104
CCOC(=O)c1ccc(NC(=O)N2CCN(c3ccccc3OC)CC2)cc1,88,120,116,141,104,2,0.4,117
O=C1CCc2cc(S(=O)(=O)N3CCN(c4cccc(C(F)(F)F)c4)CC3)ccc2N1,101,94,104,98,111,-5,0.0,102

# Part of the list above, set out differently:
# Each structure is followed by: RPL19A TOR yeast, LAP4 TOR yeast, AGP1-GFP MLPCN, MEP2 TOR yeast, CR mimetic SO, AHR act, Efflux pump mplx, CIT2 TOR yeast
Cc1ccc(CN2CCN(Cc3cccn3-c3ccccn3)CC2CCO)cc1 (configuration not stated)
 : 104, 95, 98, 103, 97, 8, -0.1, 101
COc1ccc(N2CCN(C3CCCN(C(=O)CN4CCCCC4=O)C3)CC2)cc1 (configuration not stated)
 : 108, 96, 102, 109, 80, 11, 0.1, 104
CCOC(=O)c1ccc(NC(=O)N2CCN(c3ccccc3OC)CC2)cc1
 : 88, 120, 116, 141, 104, 2, 0.4, 117

# Going on with the list.
SMILES,RPL19A TOR yeast,LAP4 TOR yeast,AGP1-GFP MLPCN,MEP2 TOR yeast,CR mimetic SO,AHR act,Efflux pump mplx,CIT2 TOR yeast
COc1ccc(NS(=O)(=O)c2cnc[nH]2)cc1,100,87,96,100,99,3,0.3,97
O=C(CCNC(=O)c1ccc(Cl)cc1)Nc1cccc(S(=O)(=O)N2CCCCC2)c1,93,94,101,93,98,1,-0.2,99
O=C(/C=C/c1ccccc1)NC1CCS(=O)(=O)C1 (configuration not stated),98,100,100,100,103,2,0.0,94
COc1ccc(C(=O)Nc2nc(-c3ccccn3)cs2)cc1S(=O)(=O)N1CCOCC1,98,102,99,102,106,12,0.0,107
C/C=C/C(=O)OCC(=O)Nc1nc2ccc(C)cc2s1,92,104,92,95,97,10,0.1,91
CC1(C)CN=C(N(C(=O)Nc2ccccc2)c2ccccc2F)S1,101,113,97,111,119,-1,0.2,101
COCCCNC(=O)Cn1c(=O)n(CC(=O)N2CCCCC2)c(=O)c2sccc21,87,101,43,140,102,-2,0.5,91
COc1ccccc1NC(=O)Nc1nc(CC(=O)NCc2c(F)cccc2F)cs1,101,114,113,104,105,22,0.0,108
Cc1noc(C)c1COc1ccccc1C(=O)N(C)Cc1ccc(C(C)(C)C)cc1,97,98,101,103,149,1,0.4,98
Cc1cc(C)n(CCCNC(=O)C2CCC(=O)N(CCc3ccc(Cl)cc3)C2)n1 (configuration not stated),101,94,93,107,102,5,-0.1,98
CCCC(=O)Nc1cc(C)c(NC(=O)c2ccncc2)cn1,100,106,100,98,98,-2,-0.1,92
COCCOC1CCN(C(=O)C2CCC(=O)N(CCc3ccc(OC)cc3)C2)CC1 (configuration not stated),103,97,107,95,107,3,0.0,113
OCCNc1nc(-c2ccccc2)nc2ccccc12,93,109,78,117,92,30,0.0,96
Cc1ccc(-c2nc(-c3ccncc3)no2)cc1C,107,83,91,97,103,6,0.0,109
Cc1ccc(NC(=O)CN2CCN(c3ccccn3)CC2)cc1S(=O)(=O)N(C)C,106,105,118,106,97,-1,-0.4,112
COc1ccccc1CC(=O)NNC(=O)c1ccco1,104,99,106,104,109,2,-0.2,103
CCN1CCCC1CNC(=O)c1ccc(N2CCOCC2)c(NS(=O)(=O)c2ccc(OC)cc2)c1 (configuration not stated),90,86,82,?,100,-1,0.0,94
CCc1ccc2[nH]c(=O)c(CN(Cc3ccc(F)cc3)C(c3nnnn3CCN3CCOCC3)C(C)C)cc2c1 (configuration not stated),101,107,108,103,105,2,-0.1,96
Cc1ccc(C2=CSC3=NNC4(CCCCC4)NN23)cc1,107,105,112,112,114,3,0.0,104
O=Cc1ccc(C(=O)OCC(=O)NC(=O)Nc2ccccc2F)cc1,100,86,96,92,108,1,0.3,103
N/C(=N\O)c1ccc(NC(=O)c2ccc(Br)o2)cc1,98,99,100,104,105,4,0.1,94
Cc1c(N=C/C=C/c2ccccc2)cnn1C,100,98,103,97,106,5,-0.1,99
CCOc1cccc(NC(=O)C2CC(=O)N(C)C(=Nc3cccc(F)c3)S2)c1 (configuration not stated),94,101,96,99,109,3,0.2,91
CCCCc1c(C)nc2nc(SCc3ccc(Cl)cc3)[nH]n2c1=O,102,95,98,106,98,·,0.0,103
Cc1ccc(C)c(N2CCN(C(=O)CCCn3c(=S)[nH]c4cc5c(cc4c3=O)OCO5)CC2)c1,97,86,93,96,68,10,0.2,74
O=C(OC(C(=O)NCC1CCCO1)c1ccccc1F)c1ccco1 (configuration not stated),96,96,95,93,102,1,0.3,88
CSc1nc2nc3c(c(=O)n2[nH]1)CN(Cc1ccccc1)CC3,91,·,87,91,85,2,-0.2,79
CC1CCCN(S(=O)(=O)c2ccc(Br)s2)C1 (configuration not stated),97,91,92,86,85,-1,-0.1,92
COc1ccc(CNC(=O)CN2C(=O)NC(C)(c3ccc(C(C)(C)C)cc3)C2=O)cc1 (configuration not stated),101,90,101,102,100,1,0.0,105
CC(C)OC(=O)Cn1nnc(-c2ccccc2)n1,99,100,101,107,87,0,-0.1,97
Cc1ccc(-c2cc(C(=O)N3CCN(C(=O)c4ccco4)CC3)[nH]n2)c(C)c1,99,86,95,106,101,6,0.7,98
CC(C)C(NS(=O)(=O)c1cccc2nsnc12)C(=O)Nc1nccs1 (configuration not stated),101,104,114,104,99,1,0.0,109
COc1ccccc1CNC(=O)C1CCC(=O)N(CCCN2CCCC2=O)C1 (configuration not stated),95,99,97,109,95,1,0.0,98
COc1ccc(CN2CCCC(C(=O)c3cccc(OC(C)C)c3)C2)cc1Cn1cccn1 (configuration not stated),96,106,98,91,105,4,-0.2,91
COc1ccc(OC)c(-n2c(CNC3CCN(Cc4ccccc4)CC3)nc3ccccc3c2=O)c1,106,105,109,105,76,-1,-0.2,106
Cc1cc(C(=O)O)ccc1-c1ccc(/C=C2\SC(=O)N(CC(=O)Nc3ccc4c(c3)OCO4)C2=O)o1,116,69,92,103,117,·,0.0,89
COc1cc(CN2CCCC(C(=O)c3ccc(SC)cc3)C2)cc(Cl)c1O (configuration not stated),40*[may fluoresce violet],86[may fluoresce violet],?,596*[may fluoresce violet],105,2,0.3,?
Cc1cc(C)n2nc(C(=O)OCC(=O)Nc3ccc4c(c3)OCCO4)nc2n1,99,105,106,108,91,0,-0.1,101
CSc1nc2c(c(-c3ccc(O)cc3)c1C#N)CCC2,88,94,87,101,100,-1,0.3,97
CCN1C(=O)CSc2ccc(C(=O)OC)cc21,100,95,94,94,120,4,0.2,93
CC(c1n[nH]c(=S)n1-c1ccc(F)cc1)N1CCCCC1 (configuration not stated),96,102,103,107,97,0,0.0,109
CC1CCCCN1CCCNC(=O)c1cc(Br)c(Br)[nH]1 (configuration not stated),98,109,106,105,94,2,-0.2,104
CC(C)CCOc1ccc(CO[C@@H]2[C@H]3OC(C)(C)O[C@H]3O[C@@H]2C(O)CO)cc1 (some centres not stated),106,84,95,105,88,1,0.1,92
CC(C)(C)c1cc(C(=O)NNC(=O)Nc2ccccc2)n(Cc2ccccc2)n1,97,109,108,98,87,-1,0.0,98
COc1ccc2[nH]c(C(O)(Cc3cccnc3)Cc3cccnc3)cc2c1,103,99,102,101,110,1,0.2,101
CCc1cccc(NS(=O)(=O)c2ccc(-n3cccn3)cc2)c1,89,83,89,86,100,2,-0.1,93
COc1cccc(/C=N/NC(=O)c2cccc([N+](=O)[O-])c2)c1OS(=O)(=O)c1ccc(C)cc1,96,111,101,96,99,10,-0.3,90
O=C(NC1CCCCC1)C1CCCN1S(=O)(=O)c1cccc2nsnc12 (configuration not stated),99,103,100,106,110,2,0.3,96
Cc1onc(-c2ccccc2Cl)c1C(=O)N1CCN(C=O)CC1,105,86,92,95,80,8,0.3,85
O=C(Nc1ccc(Cl)c(S(=O)(=O)N2CCOCC2)c1)c1cc(-c2ccccn2)nc2ccccc12,99,98,98,99,108,13,0.4,96
CCCN(CCC)C(=O)CSc1ncccc1C(=O)O,101,108,99,124,104,-3,-0.1,94
Cc1cccc(OCc2nnc(SC(C)C(=O)Nc3ccc(N4CCOCC4)cc3)o2)c1 (configuration not stated),102,101,101,101,99,0,-0.3,108
CC1(c2ccc(O)cc2)NC(=O)N(c2ccccc2)N1 (configuration not stated),97,106,93,124,78,1,0.0,100
O=C(N/N=C/c1ccc(OC(=O)c2ccc(Br)cc2)cc1)c1ccncc1,102,93,97,102,90,3,0.1,108
S=c1[nH]nc(CN2CCCC2)n1Cc1ccccc1,99,103,103,108,91,0,-0.1,109
Cc1oc(S(=O)(=O)N(C)C)cc1C(=O)Nc1ccc(F)cc1,93,95,102,94,70,-5,-0.1,101
Cc1ccc(-c2n[nH]c(=S)n2/N=C/c2cc3c(cc2[N+](=O)[O-])OCO3)cc1,106,97,106,106,103,6,-0.1,·
O=C(NCc1ccc2c(c1)OCO2)C(=O)NCC1OCCCN1S(=O)(=O)c1cc(F)ccc1F (configuration not stated),93,110,106,98,102,0,-0.3,93
COc1ccc(OC)c(S(=O)(=O)NCCCn2ccnc2)c1,103,93,100,108,95,11,0.0,103
CSCC[C@H](NC(=O)OC(C)(C)C)c1nnc(SCC(=O)Nc2ccc(C)cc2C)o1,112,110,117,112,106,5,0.0,109
COC(=O)C(Cc1ccc(O)cc1)NC(=O)C(CC(=O)OC(C)(C)C)NC(=O)OC(C)(C)C (configuration not stated),96,90,97,106,82,27,0.0,99
O=C(N/N=C\C=C\c1ccc2c(c1)OCO2)c1ccc(F)cc1,95,105,104,92,94,10,0.0,96
Cc1ccc(S(=O)(=O)Nc2ccc(N=Nc3ccc(O)cc3)cc2)cc1,100,88,92,99,106,7,0.4,93

# Assay outcomes deposited in PubChem BioAssay by several laboratories.
